yeast mec2-1 = NCI yeast anticancer drug screen, S. cerevisiae mec2-1 strain | % growth inhibition at 50 µM | 9% of 79,000 active | AID 157;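 also: 0% = growth of vehicle-only cultures of the same strain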
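Each compound was tested on mec2-1 yeast, a strain altered in DNA damage repair or cell cycle control. Growth inhibition is reported relative to vehicle.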
rad50 = NCI yeast anticancer drug screen, S. cerevisiae rad50 strain; growth inhibition, % at 50 µM; 10% of 79,000 active;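 also: 0% = growth of vehicle-only cultures of the same strain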
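Genetically altered yeast (DNA repair pathway); compound treatment; growth inhibition vs vehicle ctrl.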
yeast bub3 = NCI yeast anticancer drug screen, S. cerevisiae bub3 mutant strain. growth inhibition, % at 50 µM. 9.9% of 78,000 active. AID 167;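 also: 0% = growth of vehicle-only cultures of the same strain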
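Steps: expose the mutant yeast strain to compound; grow alongside vehicle-treated cultures; measure growth; express inhibition against the vehicle cultures.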
yeast sgs1 mgt1 = NCI yeast anticancer drug screen, S. cerevisiae sgs1 mgt1 strain; % growth inhibition at 50 µM; 10% of 78,000 active;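 also: 0% = growth of vehicle-only cultures of the same strain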
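This yeast growth screen uses a strain with defined DNA-repair lesions; compound-treated growth is compared with vehicle-treated growth.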
cln2 rad14 = NCI yeast anticancer drug screen, S. cerevisiae cln2 rad14 strain | 8.3% of 78,000 active | growth inhibition, % at 50 µM;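 also: 0% = growth of vehicle-only cultures of the same strain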
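Growth of compound-exposed yeast (cln2 rad14 genotype) measured and expressed as inhibition relative to vehicle.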
yeast mlh1 rad18 = NCI yeast anticancer drug screen, S. cerevisiae mlh1 rad18 strain; 11% of 79,000 active; % growth inhibition at 50 µM; AID 175;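 also: 0% = growth of vehicle-only cultures of the same strain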
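Cells of a genetically altered yeast strain, deficient in DNA damage repair, were treated with compound. Their growth was then compared with that of vehicle-treated cultures to give inhibition.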
An asterisk follows results filed as active. Rule as the data show it: active = growth inhibition above about 70%; inactive = the rest.

Start of the data: the first 14 records, to show the layout:
Value order: yeast sgs1 mgt1, yeast bub3, rad50, yeast mlh1 rad18, yeast mec2-1, cln2 rad14
- COc1nc(NC2OCC(O)C(O)C2O)c(NC2OCC(O)C(O)C2O)c(=O)n1C (stereo not given)
→ -12, -31, -8, -12, -2, 22
- CN1C(C)(C)CC(O)(C(O)(c2ccccc2)c2ccccc2)CC1(C)C
→ -15, -11, 10, 4, -9, -14
- O=C(O)CCSCc1cc(C(=O)Nc2ccc(/C=C/c3ccc(NC(=O)c4cc(CSCCC(=O)O)c5cccnc5c4O)cc3S(=O)(=O)O)c(S(=O)(=O)O)c2)c(O)c2ncccc12
→ 79*, 78*, 74*, 80*, 62, 46
- O=C(c1ccccc1)c1ccc(OCCOc2ccc(C(=O)c3ccccc3)cc2)cc1
→ 2, 4, -1, -13, -2, -15
- CCCCCCCCCCCCCCCCCC[N+]1(C)CCC[N+](C)(CCCCCCCCCCCCCCCCCC)CC1 (stereo not given)
→ 47, 51, 42, 84*, 83*, 8
- O=C1CC(c2ccc(Cl)cc2)NC(c2ccc(Cl)cc2)C1 (stereo not given)
→ 9, 6, 14, 15, 2, 11
- Cc1cccc(N=Nc2ccc(N=Nc3c(O)ccc4ccccc34)cc2C)c1
→ 16, 17, -4, 11, 3, 1
- COC(=O)c1ccccc1NC(=O)C(=O)Cc1nc2c3c(ccc2[nH]c1=O)C(=O)c1ccccc1C3=O
→ 16, 16, 85*, 67, 26, -27
- Cc1ncc(Br)c(C(=O)N=C(N)N)n1
→ -6, 7, 15, 2, -6, -35
- Clc1cccc(C2SCc3nc4ccccc4n32)c1 (stereo not given)
→ 46, 6, 17, 32, -4, 15
- Cc1n(C)nn[n+]1C
→ -3, 8, 3, -16, -8, -24
- CCCCOC(=O)c1nc(N(CC2CCCCC2)C(=O)NC)sc1NC(=O)NC
→ 9, -2, 10, 29, 1, 2
- COCc1ccc2c(c1)C(O)NC(=O)O2 (stereo not given)
→ 13, -9, 5, 16, -4, -28
- CCN(CC)CCCNc1ncc(C)c2c1c1ccc3c(O)cccc3c1n2C
→ -32, -10, 29, -3, 0, -17

All compounds of this part, previewed entries included:
Value order: yeast sgs1 mgt1, yeast bub3, rad50, yeast mlh1 rad18, yeast mec2-1, cln2 rad14
- COc1nc(NC2OCC(O)C(O)C2O)c(NC2OCC(O)C(O)C2O)c(=O)n1C (stereo not given)
→ -12, -31, -8, -12, -2, 22
- CN1C(C)(C)CC(O)(C(O)(c2ccccc2)c2ccccc2)CC1(C)C
→ -15, -11, 10, 4, -9, -14
- O=C(O)CCSCc1cc(C(=O)Nc2ccc(/C=C/c3ccc(NC(=O)c4cc(CSCCC(=O)O)c5cccnc5c4O)cc3S(=O)(=O)O)c(S(=O)(=O)O)c2)c(O)c2ncccc12
→ 79*, 78*, 74*, 80*, 62, 46
- O=C(c1ccccc1)c1ccc(OCCOc2ccc(C(=O)c3ccccc3)cc2)cc1
→ 2, 4, -1, -13, -2, -15
- CCCCCCCCCCCCCCCCCC[N+]1(C)CCC[N+](C)(CCCCCCCCCCCCCCCCCC)CC1 (stereo not given)
→ 47, 51, 42, 84*, 83*, 8
- O=C1CC(c2ccc(Cl)cc2)NC(c2ccc(Cl)cc2)C1 (stereo not given)
→ 9, 6, 14, 15, 2, 11
- Cc1cccc(N=Nc2ccc(N=Nc3c(O)ccc4ccccc34)cc2C)c1
→ 16, 17, -4, 11, 3, 1
- COC(=O)c1ccccc1NC(=O)C(=O)Cc1nc2c3c(ccc2[nH]c1=O)C(=O)c1ccccc1C3=O
→ 16, 16, 85*, 67, 26, -27
- Cc1ncc(Br)c(C(=O)N=C(N)N)n1
→ -6, 7, 15, 2, -6, -35
- Clc1cccc(C2SCc3nc4ccccc4n32)c1 (stereo not given)
→ 46, 6, 17, 32, -4, 15
- Cc1n(C)nn[n+]1C
→ -3, 8, 3, -16, -8, -24
- CCCCOC(=O)c1nc(N(CC2CCCCC2)C(=O)NC)sc1NC(=O)NC
→ 9, -2, 10, 29, 1, 2
- COCc1ccc2c(c1)C(O)NC(=O)O2 (stereo not given)
→ 13, -9, 5, 16, -4, -28
- CCN(CC)CCCNc1ncc(C)c2c1c1ccc3c(O)cccc3c1n2C
→ -32, -10, 29, -3, 0, -17
- CCc1c(-c2ccccc2)[nH]c2ccccc2c1=O
→ -15, 10, -5, -4, -33, 15
- COC(=O)/C(=N/O)C(C(=O)OC)C(=O)C(=O)Nc1c(Cl)cc(C)cc1S(=O)(=O)O (stereo not given)
→ -22, -3, 6, 8, 4, -14
- CCS(=O)(=O)CC(O)CS(=O)(=O)CC
→ -38, -6, 6, -15, -6, -5
- CC(=O)N(Cc1ccccc1[N+](=O)[O-])c1ccccc1C
→ 2, 9, 10, -8, 5, 5
- O=C(O)C1CC(c2ccccc2)OC1=O (stereo not given)
→ 5, -8, -18, -20, -21, 10
- CCCCCCCCCCCCCCCc1nc(SCC(=O)OC)n[nH]1
→ 9, 0, 37, 33, 12, 8
- CC1C(=O)OC(C(Cl)(Cl)Cl)N1C (stereo not given)
→ -1, -3, 19, 0, 14, -5
- C/C(O)=C(\C=N/C(=S)Nc1ccccc1)C(=O)Nc1ccccc1
→ -49, -51, -70, -24, -28, -17
- CCC1=NCCO1
→ -2, 28, 6, -12, 0, 4
- CCN(CC)CCOC(=O)c1ccc(NC(=O)Nc2ccccc2C)cc1
→ -3, 2, -2, -24, -18, -31
- O=C(O)/C=C\c1cc2c(cc1[N+](=O)[O-])OCO2
→ -4, 15, 0, -2, -5, -12
- CCOC(=O)C(N)Cc1c[nH]c2ccccc12 (stereo not given)
→ 6, 6, -5, 14, 7, -14
- N#CC1CCCCCCCCCCC(=O)N(CCCl)C1=O (stereo not given)
→ 13, -13, -4, -7, 0, 6
- O=C(O)CCCc1cccc2ccccc12
→ 66, 21, 45, 54, 44, 37
- CCCCN(CCCC)Cc1cc(Nc2c3ccc(Cl)cc3nc3ccc(OC)cc23)ccc1O
→ 75*, 58, 79*, 98*, 87*, 89*
- CCOC(=O)C(NNc1ccccc1)C(=O)C(F)(F)F (stereo not given)
→ -9, 1, 11, 19, 3, -19
- Cc1[nH]c(=O)nc(N/N=C/c2ccc(Cl)cc2)c1C(=O)Nc1ccc(Cl)cc1
→ -4, -34, -5, -12, 16, 2
- Cc1cccc2c1ccc1ccccc12
→ -5, -10, 6, 10, 6, -9
- CC(=O)Nc1ccc2cc(-c3ccc(Cl)cc3)c3nnnn3c2n1
→ 26, 1, 14, 18, 5, -53
- O=C(NCCCCCCNC(=O)Nc1cccc2ccccc12)Nc1cccc2ccccc12
→ 7, -2, -14, -14, -14, -8
- Cc1cccc2c1C(=O)c1ccccc1C2=O
→ 14, 12, 17, 11, 6, -1
- COC(=O)C(N)CC(C)C (stereo not given)
→ -12, 2, 27, 9, 6, 8
- O=C1CC2(CCCC2)C(=O)N1c1cccc([N+](=O)[O-])c1
→ 17, 12, 11, -5, 5, 11
- CC(C)(C)C(=O)CC(=O)C(C)(C)C.CC(C)(C)C(=O)CC(=O)C(C)(C)C.CC(C)(C)C(=O)CC(=O)C(C)(C)C.[Co]
→ 21, -1, -10, 0, -9, 16
- C(=N/NC(=N/N=C/c1ccccc1)N/N=C/c1ccccc1)/c1ccccc1
→ 47, 6, 29, 24, 23, 28
- O=C(NC(=O)C(F)(F)C(F)(F)C(F)(F)F)Nc1cccc(F)c1
→ 11, 12, -4, 2, 4, 36
- CC(=O)CC(=O)N(CCN(C(=O)CC(C)=O)c1ccccc1)c1ccccc1
→ 2, 18, -23, 19, 8, -4
- CCc1c(C)c(C#N)c(=S)n(C2OC(CO)C(O)C(O)C2O)c1C (stereo not given)
→ -20, 8, -62, -4, 4, 9
- O=P(O)(Cc1ccccc1)c1ccccc1-c1ccccc1
→ 3, -36, -18, -16, -24, 4
- O=S(=O)(Nc1ccccc1)c1cc(O)ccc1O
→ -10, -26, -3, -10, -11, -12
- CN(C)C[N+](C)(C)Cc1ccc(C[N+](C)(C)C[N+](C)(C)Cc2ccc(CCl)cc2)cc1
→ 70, 66, 83*, 52, 20, 45
- O=C(CCCSCCCC(=O)NNc1ccccc1)NNc1ccccc1
→ 87*, 96*, 96*, 98*, 41, 87*
- c1ccc2c(c1)ccn1cnnc21
→ -2, 1, -6, -7, -6, -20
- CCCCCCCC/C=C1\CCC(CN(C)C)C1=O (stereo not given)
→ 91*, 90*, 90*, 89*, 93*, 90*
- O=[N+]([O-])c1csc2ccccc12
→ -6, -2, -3, 12, -16, -5
- CCn1c(=O)c2[nH]c(-n3c(Cl)nc4c3c(=O)n(CC)c(=O)n4CC)nc2n(CC)c1=O
→ 3, 0, 31, 21, 3, 14
- O=C(NNC(c1ccccc1)c1ccccc1)c1ccccc1
→ 1, -8, -10, -12, -2, -89
- O=S(=O)(c1ccccc1)N1CC2C3C=CC(C3)C2C1 (stereo not given)
→ 16, 7, 4, 2, 8, 0
- CN(C)C[C@@H]1C2C=CC(C2)[C@@H]1CO (stereo not given in full)
→ -1, 2, -6, -11, 5, 5
- c1cc(OCCOc2cccc3ocnc23)c2ncoc2c1
→ -6, -18, -13, 1, -16, -15
- CC(=O)N=C1N(/C=C2\C(=O)Oc3ccccc3C2=O)C(=O)/C(=C/c2cccc([N+](=O)[O-])c2)N1C
→ 21, 32, 33, 42, 6, 10
- Clc1ccc2c(c1)/C(=C/c1cccnc1)c1cc(Cl)cc(Cl)c1-2
→ 2, -4, 2, -7, -5, -9
- CCCCC(CC)(SCC(N)=O)C(=O)O (stereo not given)
→ -21, -3, -12, -13, 9, -56
- CNC(=O)c1ccccc1O
→ 6, 5, 21, 2, 9, 11
- NC(=S)c1cc[n+]([O-])cc1
→ 5, -7, 9, -4, 3, -11
- O=C(O)CCCCC1CCCCC1
→ 39, 34, 53, 43, 17, 17

(listing goes on)
Value order: yeast sgs1 mgt1, yeast bub3, rad50, yeast mlh1 rad18, yeast mec2-1, cln2 rad14
- CC(=O)Nc1n[nH]c(C)c1C#N
→ 9, -1, 2, 4, -1, -1
- CC(=O)Nc1c(C)cc([N+](=O)[O-])c2ccccc12
→ -15, 8, -1, -13, -2, -9
- CC(=O)/C=C/C=C/c1ccc2c(c1)OC(CO)C(c1ccc(O)c(O)c1)O2 (stereo not given)
→ 12, -34, -8, -6, -1, -10
- COc1ccc(C2OC23CC(C)(C)c2ccccc2C3=O)cc1 (stereo not given)
→ 0, 16, -4, -1, 2, -11
- COC(=O)N1CCc2c(nc(N(C)CCO)[nH]c2=O)C1
→ -47, -30, -1, -31, -20, -4
- CC(=O)CC(=O)C(C)C.[Cu+2]
→ -17, -22, -8, -17, -16, -18
- O=C1c2ccc3ccccc3c2C(=O)c2cccc(-c3ccccc3)c21
→ 6, -4, 2, -2, 3, -24
- CCOC(=O)C(CN=Cc1ccccc1)(c1ccccc1)c1ccccc1
→ -4, -11, -8, -23, -13, -21
- COc1ccc(NC(=S)/C(=C(/[O-])c2ccc(C)cc2)[n+]2ccccc2)cc1
→ -17, -3, -8, -6, -14, -45
- COc1ccc(CCCc2cc3c(cc2OC)OCO3)cc1
→ 16, 36, 6, 12, -4, -9
- Cc1ccc(-c2cc(-c3ccco3)nc(N)n2)o1
→ 11, 5, -24, 2, -9, 4
- CN1C(Cl)=NS(=O)(=O)c2ccccc21
→ -12, 6, -23, 9, -6, -1
- Nc1ncnc2c1nc(-c1ccccc1)n2C1OC(CO)C(O)C1O (stereo not given)
→ -11, 35, 27, 34, 35, 10
